Pf Dd2 inh: inhibitors of Plasmodium falciparum Dd2 growth; P. falciparum Dd2 growth, SYBR Green, 72 h; Potency, µM (highest dose often 28.9 µM), for inactives: at the highest dose activity, negative = inhibition, actives largely listed as inhibitors; 120,000 tested, 4.3% active; active means well fitted inhibition curve with a large enough effect; inconclusive means small, poorly fitted or top-dose-only effect; inactive means no such curve, though single readings can be large or run the other way;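 further: plate controls were DMSO vehicle for no effect and reference drug for full effect; nearly all actives have a fitted effect of over 65% in size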
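Infected erythrocytes (Dd2, 0.3% parasitemia, 2.5% hematocrit final) are added to compound in RPMI-1640/Albumax II medium, grown 72 h at 37C in low oxygen, then lysed with saponin/Triton-X containing SYBR Green and read by fluorescence.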
An asterisk follows results filed as active; i = inactive; ? = inconclusive; [ ] = dose if it differs, or a comment. Potency means the concentration at half of the fitted maximal effect.

SMILES | Pf Dd2 inh
CCc1nnc(SCC(=O)N(CC)c2ccccc2)c2cc3oc(C)cc3n12 | 437.4%[activator][5.79 µM]
COc1ccc(NC(=O)c2ccc3c(=O)n4nc(Nc5ccccc5C)sc4nc3c2)cc1Cl | -4.3%
CN1CC(=O)N(c2ccc(Cl)cc2)Cc2c(NCCO)ncnc21 | 19.8%
COc1ccccc1NC(=O)N(Cc1nnc2n1CCCCC2)c1ccc(F)cc1 | 3.5%
COc1ccc(-c2ccnc3nc(C(C)C)nn23)c(F)c1 | ?
CC(C)OC(=O)N1CCC(COc2cnc3c(ccn3CC(N)=O)c2)CC1 | i
COc1ccc(CN2C(=O)COC[C@H]2C(=O)Nc2ccc(OC)c(OC)c2)cc1OC | 22.1%
C=CCN(Cc1ccccc1OCC)C(=O)CCn1cccc1 | -22.8%
COc1cccc(CNC(=O)CN(C)S(=O)(=O)c2ccc3c(c2)c(=O)n(C)c(=O)n3C)c1 | -13.4%
COc1ccc(CCC(=O)NCc2ccc3c(c2)CCN3C(=O)c2ccc(C)cc2)cc1 | 20.8%
O=C([C@H]1C[C@H](Oc2ccccc2)CN1C(=O)CCCc1ccccc1)N1CCOCC1 | -29.4%
COc1ccccc1CN[C@H]1[C@H](O)[C@@H](N2CCC(C(N)=O)CC2)[C@@H]2OC[C@H]1O2 | 28.7%[44.1 µM]
O=C1CCC2(C(=O)NCCN3CCOCC3)CCCC=C2N1C1CCCC1 (stereo not given) | i
COc1cccc(NC(=O)c2sc3nc(C)c(C(=O)Nc4ccc(C)cc4C)c(-c4sccc4C)c3c2N)c1 | 2.24µM*
O=C(Cc1cccc(C(F)(F)F)c1)N1CCCc2ncc(C(=O)N3CCCC[C@@H]3c3ccccc3)cc21 | ?
CC(NC(=O)c1ccc2oc(-c3ccc(C(F)(F)F)cc3)nc2c1)c1cnn(C)c1 (stereo not given) | -8.4%
COCc1cc(C[C@@H]2C[C@H](NC(=O)COc3ccccc3)C2(C)C)no1 | -12.6%[44.1 µM]
COc1ccccc1CCNC(=O)[C@@H]1CNC[C@H]1COc1cccnc1 | i
O=C(NCc1ccc(F)cc1)c1ccc(Cn2c(SCc3ccc(F)cc3)nc3cccnc32)cc1 | -19.5%
COc1ccc(CCNC(=O)C2Cn3cccc3C(=O)N2C)cc1OC (stereo not given) | 29.7%
Cc1ccc(C(=O)N[C@@H]2CN(C)C[C@H]2CN(C)C)s1 | 26.3%
COCCN1C(=O)[C@@H]2C[C@@H](CN2C2CCCC2)Oc2ccccc21 | -29.9%[44.1 µM]
Cc1nn2c(c1-c1ccccc1N1CCCC1)N(C(=O)c1ccc(F)cc1)CCC2 | -24.9%[44.1 µM]
CC(=O)c1ccc(NC(=O)CSc2nccn2C2CCCC2)cc1 | 61.7%[activator]
C=C(C)CN(C)C(=O)Cc1c2c(n(Cc3ccccc3F)c1C)CCCC2=O | ?

Next structures.
SMILES | Pf Dd2 inh
CCOC(=O)c1c(NC(=O)c2ccc(S(=O)(=O)N3CCC(C)CC3)cc2)sc2c1CCN(CC)C2 | 8.91µM*
O=C(Nc1ccnn1C1CCN(C(=O)CCCc2ccccc2)CC1)c1cccc(F)c1 | ?
CN(C)C(=O)c1n[nH]c2c1CN(C(=O)CCC(=O)c1ccc(F)cc1)CC2 | i
O=C(O)CCC(=O)N1CCC2(CC1)Cc1ccccc1N(C(=O)C1CCCC1)C2 | ?
CCc1ccc(N(CC)C(=O)Cn2nc(Cc3cccnc3)c3ccccc3c2=O)cc1 | ?
Cc1noc(-c2ccc(-c3noc(-c4ccc(Cl)cc4)n3)cc2)n1 | 13.8%
COc1ccc(OC(=O)c2cn(-c3cccc(OC)c3)c(=O)c3ccccc23)cc1 | ?
Fc1ccc(-c2cc(CC3(NC4CCCCC4)COC3)no2)cc1 | ?
O=C(c1ccco1)N1CCC(c2n[nH]c(=O)n2Cc2ccc(F)cc2)CC1 | -19.4%
Cc1noc([C@@H]2CN(C(=O)c3ccc4c(c3)OCO4)C[C@H]2CO)n1 | 17.2%
COc1cccc(C(=O)NC2CCN(c3cc(C(F)(F)F)nc(C)n3)CC2)c1OC | 11.2µM*
Cc1nc2c(c(-c3ccc(Cl)cc3)n1)CCN(C(=O)C1CC1)CC2 | 6.8%
COC(=O)[C@@H]1Cc2ncn(Cc3ccccc3)c2CN1S(=O)(=O)c1cccc(C(F)(F)F)c1 | i
COc1cccc(C(=O)N2CCC(N3C[C@H](O)C[C@H]3C(=O)Nc3ccc4c(c3)OCCO4)CC2)c1 | ?
CC(=O)N1Cc2ccccc2CC2(CCCCN2Cc2ccccc2)C1 (stereo not given) | ?
Cc1ncc2c(n1)C[C@@H]1CC[C@H]2N1C(=O)Nc1ccccc1 | 7.2%
O=C(Nc1nnc(S(=O)(=O)N2CCCC2)s1)c1ccccc1Cl | -7.1%
COCCN1CCC(N2CCN(S(=O)(=O)c3ccc(F)c(F)c3)CC2)C1=O (stereo not given) | 2.4%
COc1ccc(NC(=O)c2ccc3c(c2)NC(C)(COc2ccccc2)CO3)cn1 (stereo not given) | i
O=C1CC(c2ccccc2)N(Cc2ccncc2)CCCN(S(=O)(=O)c2cccs2)CCN1 (stereo not given) | ?
CC(C)[C@@H]1CN(C(=O)c2cccc(Cn3cccn3)c2)C[C@H]1NC(=O)N(C)C | 20.7%
CC(C)NC(=O)Cn1nc2c(cc1=O)CCCC2 | -15.8%
Cc1ccc(F)cc1S(=O)(=O)N1CCn2c(n[nH]c2=O)C1 | 1.0%
Cc1nc(N2CCC(C(=O)NCC3CCCCC3)CC2)cc(C(F)(F)F)n1 | -18.6%
O=C(CCOc1ccccc1)N(Cc1cccnc1)c1nc2ccc(F)cc2s1 | i

Part of the list above in another layout:
CCOC(=O)c1c(NC(=O)c2ccc(S(=O)(=O)N3CCC(C)CC3)cc2)sc2c1CCN(CC)C2
  Pf Dd2 inh: 8.91µM*
COc1ccc(NC(=O)c2ccc3c(c2)NC(C)(COc2ccccc2)CO3)cn1 (stereo not given)
  Pf Dd2 inh: i
Cc1ncc2c(n1)C[C@@H]1CC[C@H]2N1C(=O)Nc1ccccc1
  Pf Dd2 inh: 7.2%
O=C(Nc1ccnn1C1CCN(C(=O)CCCc2ccccc2)CC1)c1cccc(F)c1
  Pf Dd2 inh: ?

Among those listed so far, these have a furan ring, fused or not.
SMILES | Pf Dd2 inh
CCc1nnc(SCC(=O)N(CC)c2ccccc2)c2cc3oc(C)cc3n12 | 437.4%[activator][5.79 µM]
O=C(c1ccco1)N1CCC(c2n[nH]c(=O)n2Cc2ccc(F)cc2)CC1 | -19.4%

(more compounds)
SMILES | Pf Dd2 inh
Cn1c(=O)c2cc(C(=O)N3CCN(c4ccc(Cl)cc4)CC3)sc2c2ccccc21 | 12.3%
COc1ccc(F)c(CN2CCCC3(CCN(C(=O)c4ccsc4)C3)C2)c1 (stereo not given) | 7.7%
CSCCC(NS(=O)(=O)c1ccc2c(c1)oc(=O)n2C)C(=O)Nc1ccc(Cl)cc1 (stereo not given) | 5.8%
COc1ccc(CN2CCN(c3ccccc3)CC2C)c(OC)c1OC (stereo not given) | -29.6%
CN1CC2(CCN(C(=O)CCCc3ccccc3)CC2)CC1C(=O)N1CCOCC1 (stereo not given) | 2.24µM*
CCn1cc(Cl)c(C(=O)N2CCCn3cc(-c4ccccc4)nc32)n1 | -4.6%
COc1cccc(N2CC3(CN(CCOc4ccccc4)C(=O)O3)C2)c1 | 16.1%[44.1 µM]
Cn1cncc1C(=O)N1C[C@@H](COCC2CC2)[C@H](c2ccccn2)C1 | i
Cc1nn2c(C)c(C(=O)N3CCN(c4ccc(Cl)cc4)CC3)cnc2c1-c1ccc(F)cc1 | 43.0%[activator]
Cc1cc(C)c(NC(=O)CN2C(=O)NC3(CCCCC3)C2=O)c(C)c1 | -1.3%
CC(C)(C)OC(=O)N1CC(NCc2ccc(-c3ccc(OC(F)(F)F)cc3)cc2)C1 | 10µM*
Cn1nc(C2CCN(C(=O)c3ccc[nH]3)CC2)n(Cc2ccccc2)c1=O | 0.3%
O=c1cc(CSc2n[nH]c(-c3ccccc3)n2)[nH]c2ccccc12 | 2.1%
Cc1c(C(=O)Nc2ccc(Br)cc2F)oc2ccc(S(=O)(=O)N3CCC4(CC3)OCCO4)cc12 | 12.6µM*
O=C(NCC1(c2ccccc2)CCCC1)C(=O)Nc1cccc(Br)c1 | -18.1%
O=C(NC1CCCC1)c1ccc2nnc(-c3cncc(Cl)c3)n2c1 | 1.2%
Cc1ccc(CNS(=O)(=O)c2ccc3[nH]c4c(c3c2)CCCCC4)cc1 | 59.7%[activator]
COc1cc2c(cc1OCc1ccncc1)NC(=O)C21CCN(Cc2cccc(O)c2)CC1 | -21.9%
COc1ccc(-c2nnc(SCC(=O)Nc3cccc(Cl)c3C)nc2-c2ccc(OC)cc2)cc1 | -10.2%
COc1ccc(NC(=O)NC[C@H]2O[C@@H](CO)[C@@H](O)C2N2CCN(c3ccccc3)CC2)cc1 (stereo not given in full) | -0.6%
COc1ccc(-n2nc(C(=O)Nc3ccc(C)cn3)c3c4ccccc4n(C)c3c2=O)cc1 | 56.0%[activator]
CCOC(=O)c1ccc(OCC2c3cc(OC)c(OC)cc3CCN2C(=O)c2ccc(S(=O)(=O)N3CCCC3)cc2)cc1 (stereo not given) | 11.2µM*
O=C(NCCn1ccnc1)c1cn(Cc2ccccc2C(F)(F)F)nn1 | -1.5%
CC1CCC2(CC1)OCC(C(=O)NCc1ccco1)N2C(=O)c1ccccc1F (stereo not given) | 4.3%
Cc1c(CNC(C)c2ccccc2)c(C(=O)O)c(C)n1Cc1c(F)cccc1Cl (stereo not given) | -15.3%

(further entries)
SMILES | Pf Dd2 inh
Cc1nonc1CC(=O)N1CCc2onc(-c3ccc(F)c(F)c3)c2C1 | -6.7%
CCOc1ccc(NC(=O)NCC2CCOCC2)cc1 | 3.1%
CC(=O)c1c(C)nn(CC(=O)N2CCn3nc(Cc4ccccc4)cc3C2)c1C | -1.0%
NC(=O)c1nc(CN2CCCC(C(=O)Nc3cccc(-n4cccn4)c3)C2)no1 (stereo not given) | -23.6%
COc1ccc(C(=O)Nc2cccc(-c3cn4ccsc4n3)c2)c(OC)c1 | -16.9%
COc1ccc(NC(=O)O[C@@H]2CO[C@H]3[C@@H]2OC[C@@H]3NC(=S)Nc2ccc(Cl)cc2)cc1 | ?
Cc1occc1C(=O)NC1CCc2nn(CC3CC3)c(=O)n2CC1 (stereo not given) | 50.4%[activator]
COc1ccc(S(=O)(=O)c2c(Nc3ccc(F)cc3)sc(C(=O)c3ccc4c(c3)OCO4)c2N)cc1 | ?
Cn1nc(-c2nncn2CC2CC2)c2c1CCN(C(=O)c1cn[nH]c1-c1ccccc1)C2 | -10.5%
CC(C)c1ccc(NC(=O)C2CCCCC(=O)N2)cc1 (stereo not given) | ?
Cc1ccc(OCC(=O)Nc2ccc3nc(SCC(=O)N(C)c4ccccc4)sc3c2)cc1 | 0.0%
COc1cc2c(cc1CCc1ccccc1)N(C(=O)Cc1ccc3c(c1)OCO3)CC21CCN(C(C)=O)CC1 | ?
Cc1nonc1CN(C)C(=O)CC(c1ccccc1)c1cccc(Cl)c1 (stereo not given) | -21.3%
CCOc1ccc2c(n1)CCN(C(=O)Nc1ccc(C)c(C)c1)C2 | ?
COc1ccc(CNC(=O)c2cnn(-c3ccc(OC)cc3)c2C2CCN(C(=O)OC(C)(C)C)CC2)cc1 | -22.6%
O=C(c1nccc2ccccc12)N1CCC2(CC1)CC(Cc1nc(C3CC3)no1)CCO2 (stereo not given) | ?
CCOc1ccc(CC(=O)N2CCN(c3cc(-c4ccc(OC)cc4)[nH]n3)CC2)cc1 | ?
O=C(NCc1cccc(F)c1)C1CN(Cc2ccccc2)C(=O)N1 (stereo not given) | -25.5%[44.1 µM]
CC(=O)Nc1ccc2c(c1)nc1n2[C@@H](CNC2CCN(C)CC2)COC1 | 4.3%[44.1 µM]
O=C(CN1C(=O)C2(SCC(=O)N2c2ccc(F)cc2)c2ccccc21)NC1CCCCC1 (stereo not given) | ?
Cc1cc(NC(=O)CCn2ccn3nc4c(c3c2=O)CCCC4)ccc1F | ?
O=C(CCCc1cccs1)N1CCCC(O)(CN2CCCC2)C1 (stereo not given) | -29.7%
Cc1ccc(-n2c(=O)c3ccc(C(=O)NCc4ccco4)cc3n(CC(=O)Nc3ccc(C)c(F)c3)c2=O)cc1 | i
CC1CCCN(Cc2nc3c(c(=O)n(C)c(=O)n3C)n2Cc2ccc(Cl)cc2)C1 (stereo not given) | 22.1%
O=C(CN1CCN(c2ccc(Cl)cc2)CC1)Nc1ccc(Cl)c(C(F)(F)F)c1 | 24.6%

No new results follow: entries from further up.
SMILES | Pf Dd2 inh
CC1CCCN(Cc2nc3c(c(=O)n(C)c(=O)n3C)n2Cc2ccc(Cl)cc2)C1 (stereo not given) | 22.1%
O=C(CN1CCN(c2ccc(Cl)cc2)CC1)Nc1ccc(Cl)c(C(F)(F)F)c1 | 24.6%

Next results.
SMILES | Pf Dd2 inh
O=C(c1csc(-c2cccs2)n1)N1CCC2(CCCO2)CC1 | -13.0%
O=C(CCc1cnccn1)N1CCOC(CCCc2ccccc2)C1 (stereo not given) | -4.9%
Cc1cc(NC(=O)C(C)(C)Oc2nn(CC3CC3)c3ccc(CN4CCCC4)cc23)n(C)n1 | ?
CC(C)CCn1c(=O)c2sccc2n2c(CCCC(=O)NCc3ccc(F)cc3)nnc12 | -3.0%
CCOc1ccc(NC(=O)c2cnc3ccccn3c2=O)cc1 | 10.0%
Cc1ccc(C(=O)NCCc2ccc(S(N)(=O)=O)cc2)cc1-n1cnc2cccnc21 | 21.0%
CNC(=O)C(C)Cn1ccnc1-c1cccc(CN(C)C)c1 (stereo not given) | -1.4%
O=C(O)CCC(=O)N[C@H]1CO[C@H]2[C@@H]1OC[C@@H]2Nc1nccc(-c2cccc(F)c2)n1 | 13.7%[44.1 µM]

Bioassay records deposited in PubChem BioAssay by National Center for Advancing Translational Sciences (NCATS).

Some of the compounds tested, so the mix of outcomes need not match the whole.
